Screening data (PubChem)
SRC1 inh: human NCOA1 inhibition. HEK293 GAL4-SRC1 luciferase reporter, luminescence. Q15788. hit rate 0.12% among 360,000. AID 588354. inhibition, % at 3.6 µM;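 active = inhibition above the campaign mean plus 3 SD, with each screening campaign given its own cutoff, cut at about 60% in these data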;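 also: 0% = DMSO treated cells and 100% = gossypol at 36 µM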
SRC2 inh: inhibits human steroid receptor coactivator 2; AID 651957; hit rate 0.17% among 370,000; inhibition, % at 9 µM; HEK293 GAL4-SRC2 luciferase reporter, luminescence;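 active = inhibition above the mean inhibition of all tested compounds plus 3 SD, set per campaign, cut at about 52% in these data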;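 also: 0% = DMSO treated cells and 100% = cells given Gossypol at 36 µM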
TLR9-MyD88 inh: blocks human TLR9 binding to MyD88; Q9NR96+Q99836; CHO BLA complementation TLR9-MyD88, CCF4 FRET ratio; inhibition, % at 4.98 µM; hit rate 0.21% among 340,000; AID 504734;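 active = inhibition above the mean over all tested compounds plus 3 SD, cut at about 21% in these data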;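 also: 0% = DMSO only wells and 100% = clavulanate BLA inhibitor control wells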
NOD2-RIPK2 inh: blocks binding of human NOD2 to RIPK2 | inhibition, % at 4.98 µM | hit rate 0.38% among 360,000 | O43353 | CHO BLA complementation NOD2-RIPK2, CCF4 ratio; in the data active = inhibition above about 21%;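 also: 0% = vehicle only and 100% = reference blocker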
TROY NFkB inh: inhibitors of TROY-dependent NF-kB signaling | inhibition, % at 10 µM | Q293 LMP1-TROYcd NF-kB luciferase reporter, 4 h | hit rate 0.98% among 360,000 | AID 1347056;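 active = compounds whose plate-normalised and pattern-corrected inhibition of the luciferase reporter signal at the single screening dose is 50% or more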
SRC3 inh: human NCOA3 inhibition. Q9Y6Q9. HEK293 GAL4-SRC3 luciferase reporter, luminescence. inhibition, % at 3.6 µM. hit rate 0.17% among 360,000;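 active = inhibition above a per-campaign cutoff, the mean of all compounds plus 3 SD, cut at about 60% in these data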;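 also: 0% = DMSO-treated cells and 100% = gossypol-treated cells at 36 µM; higher means less SRC3-driven luciferase light from the GAL4 reporter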
Granule exo inh: blocks lytic granule exocytosis | TALL-104 LAMP-1 surface exposure, flow cytometry; cells stimulated with thapsigargin and PMA | inhibition, % at 10 µM | hit rate 0.66% among 360,000;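 active = inhibition above about 55%, limit read from the data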
COUP-TFII inh: NR2F2 (human) inhibition, primary screen; inhibition, % at 8.6 µM; P24468; HEK293T NGFI-A luciferase reporter, luminescence; hit rate 0.7% among 370,000;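 active = inhibition above a per-plate cutoff, mean inhibition of test wells between control levels plus 3 SD, cut at about 38% in these data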;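 also: cells cotransfected with COUP-TFII expression vector driving the NGFI-A reporter; 0% = median of COUP-TF2 test wells and 100% = reporter-only cells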
ABHD5 PLIN5 PPI: inhibitors of human ABHD5-perilipin-5 interaction. Split G. princeps luciferase complementation, luminescence, 4 h. hit rate 0.78% among 360,000. inhibition, % at 4 µM. AID 602281;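 active = inhibition above the mean inhibition across every tested compound plus 3 SD, cut at about 22% in these data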;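 also: 0% = DMSO only wells and the 100% control is not disclosed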
Target sequence (Q00G26 whole entry, looked up): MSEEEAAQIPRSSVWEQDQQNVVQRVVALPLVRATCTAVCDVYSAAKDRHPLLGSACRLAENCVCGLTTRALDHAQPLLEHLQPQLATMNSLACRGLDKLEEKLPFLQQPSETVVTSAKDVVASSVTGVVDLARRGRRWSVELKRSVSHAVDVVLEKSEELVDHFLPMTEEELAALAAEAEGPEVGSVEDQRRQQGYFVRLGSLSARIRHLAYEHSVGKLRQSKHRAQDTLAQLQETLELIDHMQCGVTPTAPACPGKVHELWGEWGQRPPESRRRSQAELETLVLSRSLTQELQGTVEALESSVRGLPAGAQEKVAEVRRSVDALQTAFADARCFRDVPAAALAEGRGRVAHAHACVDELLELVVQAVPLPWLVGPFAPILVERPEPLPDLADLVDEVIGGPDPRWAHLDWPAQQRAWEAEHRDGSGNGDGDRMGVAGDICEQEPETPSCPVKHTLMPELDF
Target sequence (Q8WTS1 whole entry, looked up): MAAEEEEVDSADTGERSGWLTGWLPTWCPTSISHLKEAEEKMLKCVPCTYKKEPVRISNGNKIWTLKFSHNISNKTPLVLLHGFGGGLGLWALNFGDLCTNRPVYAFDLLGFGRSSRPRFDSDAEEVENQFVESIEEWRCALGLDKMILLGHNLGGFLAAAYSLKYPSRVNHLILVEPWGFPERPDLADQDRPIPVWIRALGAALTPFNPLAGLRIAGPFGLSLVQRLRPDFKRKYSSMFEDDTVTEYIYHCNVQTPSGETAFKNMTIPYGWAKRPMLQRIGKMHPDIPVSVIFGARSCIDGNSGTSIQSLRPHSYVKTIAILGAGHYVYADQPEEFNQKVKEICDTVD
TWEAK-Fn14 inh: inhibitors of TWEAK-Fn14 interaction signaling. TWEAK-stimulated Fn14 reporter cells, luciferase luminescence, 8 h. inhibition, % at 10 µM. hit rate 2% among 360,000. AID 1159606; in the data active = inhibition above about 50%
LRH-1 inv ag: suppresses constitutive activity of human LRH-1 | O00482 | hit rate 0.13% among 360,000 | HEK293T StAR-luciferase reporter, LRH-1 transfected, 24 h | inhibition, % at 3.6 µM;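 active = inhibition above the mean inhibition of all tested compounds plus 3 SD, cut at about 73% in these data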;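 also: 0% = DMSO wells and 100% = reporter-only cells lacking LRH-1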
Starred values were filed as active, the others as inactive; x = no result given.

Compound	NOD2-RIPK2 inh	SRC1 inh	SRC3 inh	ABHD5 PLIN5 PPI	TROY NFkB inh	LRH-1 inv ag	SRC2 inh	COUP-TFII inh	TWEAK-Fn14 inh	TLR9-MyD88 inh	Granule exo inh
CCN(Cc1cc2cc(OC)ccc2[nH]c1=O)C(=O)Cc1ccc(OC)cc1	-3	-4	11	1	-2	19	-35	10	6	-1	0
C[C@@H](c1ccccc1)N1C[C@H](COCc2ccccc2)Oc2cc(N3CC[C@@H](O)C3)ccc2S1(=O)=O	6	x	x	4	8	-52	6	-6	-8	x	19
CC(=O)Nc1n[nH]c(S(=O)(=O)Cc2ccc(Cl)cc2Cl)n1	1	3	-27	-1	-2	9	5	-19	-31	2	4
Cc1ccc(C)c(NC(=O)CN(C)C(=O)Cc2ccccc2)c1	-10	3	2	-6	10	11	11	4	15	0	7
O=C(Nc1cccc(C(F)(F)F)c1)c1ccc(-n2cncn2)nc1	-3	11	2	2	-2	-1	-9	8	1	3	-1
COc1ccc(C(=O)NCC(=O)NCC2(N(C)C)CCCCC2)cc1OC	0	8	5	0	-8	2	-14	-9	0	-12	0
Nn1cnnc1N/N=C/c1ccc(F)cc1	-2	-26	-2	-27	-5	19	10	18	-9	-5	11
CCCN1CCN(C(=O)Cn2nc(CC)n3c(cc4sccc43)c2=O)CC1	-7	2	-1	2	-10	5	-3	0	-10	4	-2
Cc1cc(C)cc(NC(=S)Nc2cccc3cnccc23)c1	-6	3	13	-27	44	3	11	1	16	-1	3
CCCOc1ccc(N2C(=O)CC(NCCc3ccc(S(N)(=O)=O)cc3)C2=O)cc1 (stereo not given)	0	-46	0	12	8	12	-4	12	4	3	7
COc1ccc(S(=O)(=O)N2CCCN(CC(=O)Nc3ccc(OC)c(Cl)c3)CC2)cc1	7	-2	6	1	2	49	-15	-14	-26	-8	1
COc1ccc(NC(=O)c2ccc(COc3ccc(C)cc3)o2)cc1	-1	-45	-8	0	-65	-32	-5	0	-9	-9	-2
Cc1ccccc1NC(=S)NCC1CCC(CNC(=S)Nc2ccccc2C)CC1 (stereo not given)	2	12	5	-3	3	2	0	13	3	1	20
COc1ccc(Cl)cc1N(CC(=O)NCCSc1ccccn1)S(=O)(=O)c1ccccc1	-1	9	11	-3	6	-7	4	8	14	-9	69*
CC1Cc2ccccc2N1C(=O)c1cc2cccnc2n(C)c1=O (stereo not given)	6	-11	-1	4	-14	-3	15	-23	11	-1	-6
O=C(NNC(=O)c1nc2ccccc2[nH]1)OCc1ccccc1	-13	-9	-11	-3	-29	-31	-14	15	8	7	-3
CCc1ccc(-c2nnn(CCC(=O)OC)n2)cc1	2	27	26	4	30	23	76*	57*	22	0	-1
CC1=C(C(=O)N(C)C)CC(CC(=O)NCc2ccco2)C(=O)N1CCC1=CCCCC1 (stereo not given)	1	0	15	-5	-7	-1	14	-12	-2	-3	-2
CCCn1c(O)c(N=NC(=O)CNC(=O)/C=C/c2ccc(OC)cc2)c2ccccc21	-9	-2	-15	-1	14	0	-32	-5	-20	0	52
CCOc1cc(N2CCOCC2)c(OCC)cc1NC(=O)CN1C(=O)NC(CC)(c2ccc(F)cc2)C1=O (stereo not given)	-4	-5	6	-3	7	-11	7	12	-5	0	-5
CN(C)S(=O)(=O)c1ccc(C(=O)OCC(=O)NCc2ccco2)cc1	-2	6	1	2	8	6	7	-14	-17	-8	-3
COc1ccc(NC(=O)CN(C)C(=O)Cc2ccc(-c3ccccc3)cc2)cc1	0	4	-4	0	-10	5	3	2	-4	-6	3
COC(=O)c1ccc(C(=O)OC)c(NC(=S)N2CCCC(CO)C2)c1 (stereo not given)	-7	-23	9	-6	-12	-3	-21	-6	-17	0	4
CN(C)c1ccc(CC(=O)N2CCCC(c3cc(C(=O)Nc4ccc(F)c(Cl)c4)no3)C2)cc1 (stereo not given)	-9	6	8	-3	40	0	-27	15	-6	x	9
Fc1ccc(C2=CC(c3ccc(Br)o3)n3ncnc3N2)cc1 (stereo not given)	22*	-8	1	9	-11	5	x	x	-10	25*	1
Cn1c(=O)n(C)c2cc(NC(=O)COc3ccc(F)cc3F)ccc21	6	5	-4	0	-29	1	2	-4	0	13	-1
CCc1nc2ccc(C(=O)N3CCN(C(C)=O)CC3)cn2c1N(CC)C(C)=O	2	6	4	5	-11	19	-3	3	-17	x	0
CSCCC(NC(=O)c1ccc(Cl)cc1)C(=O)OCC(=O)Nc1cc(Cl)ccc1C#N (stereo not given)	1	-8	4	3	23	19	-26	-8	-4	-3	0
Cc1c(C(=O)N(C)CCC#N)oc2ccc(S(=O)(=O)N3CC(C)CC(C)C3)cc12 (stereo not given)	2	12	-12	2	9	-3	15	-6	5	7	3
Cc1ccc(NS(=O)(=O)c2ccc(-c3coc(C)n3)cc2)c(Cl)c1	1	6	-4	-3	13	7	-11	8	-8	-3	4
CC[C@@H]1CC=C[C@H]2[C@H]1C(=O)N(Cc1ccccc1)[C@H]2c1ccc(C(F)(F)F)cc1	-1	3	8	-4	29	18	9	22	-5	0	-1
CCOc1cccc(C(=O)Nc2cnn(Cc3ccccc3)c2)c1	1	0	-17	-3	0	-17	10	12	-13	3	-2
Cc1nnc(NC(=O)c2ccccc2-c2ccccc2C(=O)O)s1	-8	-1	18	-2	-12	-3	7	3	6	6	5
COC(=O)c1ccc(CNC(=O)c2ccc(OCC(=O)N3CCOCC3)c(OC)c2)cc1	11	-12	5	-6	-16	5	3	-27	-27	6	-6
Cc1csc(NC(=O)c2nc(-c3ccccc3)n(-c3ccccc3)n2)n1	-14	16	17	-4	-12	17	2	14	-3	6	-3
OCC1OC(n2cnc3ccccc32)CC1O (stereo not given)	0	-51	-11	2	5	-1	1	1	6	1	-1
CCCN(CCC)CCSc1nc(O)c(C(C)C)c(=O)[nH]1	-3	-15	8	-4	1	-3	-4	1	-1	-1	-1
Cc1ccc(S(=O)(=O)Nc2ccc(C(=O)Nc3ccncc3)cc2)cc1	3	1	29	1	10	11	2	15	6	9	1
COCCCNC(=O)C1CCN(C(=O)c2oc3cc4sc(N(C)C)nc4cc3c2C)CC1	3	-42	-43	4	-45	-34	-62	-50	-30	4	-7
CC(=O)OCC(=O)Nc1ccc([N+](=O)[O-])cc1Cl	-4	5	-17	0	17	2	0	-4	-2	-5	2
Cc1ccc(/C=C2/Sc3ccc(C(=O)NCc4ccccn4)cc3NC2=O)cc1	-10	-6	5	1	-18	-5	-2	4	-27	2	0
O=C(Cn1cnc2c(nnn2Cc2ccccc2F)c1=O)NCC1CCCO1 (stereo not given)	-127	1	-28	-4	13	-18	11	-16	2	3	5
O=C(c1ccc2c3c(cccc13)CC2)N1CCOCC1	-3	0	17	-1	6	-5	12	-7	-24	6	2
Cc1cccc(-c2nc(CS(=O)CC(=O)N3CCc4ccccc4C3)c(C)o2)c1 (stereo not given)	-1	-5	8	-2	-24	-4	x	x	-33	-1	2
COc1cccc(-c2ccc(SCC(=O)NC3CCCCC3)nn2)c1	-14	-79	-5	-2	-47	13	-14	-11	-25	-9	2
CC(C)CCNC(=O)c1cc(S(=O)(=O)N2CCC3(CC2)OCCO3)ccc1F	-12	-1	-1	0	15	7	16	-13	0	-22	6
CCCc1nnc(NS(=O)(=O)c2ccc(OC)cc2)s1	4	4	14	-1	3	2	-31	20	-6	-4	8
CCN1CCN(c2cc(=O)n(C3CCCCC3)c(=O)[nH]2)CC1	-7	3	-2	-7	-5	-10	-1	16	3	-4	13
NC(=O)CSc1nnc(CNc2cccc(Cl)c2)n1CCc1ccccc1	-11	3	16	2	31	-10	-15	10	10	4	-4
CCOC(=O)C(NC(=O)Nc1cccc(C)n1)(OCC(F)(F)F)C(F)(F)F (stereo not given)	-2	-28	11	5	4	10	-25	-18	9	-8	2

Additional results:
Compound	NOD2-RIPK2 inh	SRC1 inh	SRC3 inh	ABHD5 PLIN5 PPI	TROY NFkB inh	LRH-1 inv ag	SRC2 inh	COUP-TFII inh	TWEAK-Fn14 inh	TLR9-MyD88 inh	Granule exo inh
CCCC(C(=O)NC1CCCC1)N(C(=O)Cn1nnc(-c2ccc(C)o2)n1)c1ccccc1OC (stereo not given)	-1	-24	-13	-1	-2	21	x	x	14	2	-4
Cc1ccccc1-c1csc(C(O)c2ccc(F)c(F)c2)n1 (stereo not given)	-4	-9	-13	-3	-21	-18	-17	17	-8	x	-1
CCc1ccccc1NC(=O)c1nnn(CC(=O)Nc2cccc(C)c2)c1N	1	-3	-10	-4	-1	7	-6	12	0	-6	3
C(=N\Nc1nc(N2CCCCC2)nc(N2CCCCC2)n1)/c1c[nH]c2ccccc12	-7	-14	9	-2	19	19	20	-4	6	-20	-1
Cc1ccc(C)c(NC(=O)C2(C)CCCN2C(=O)C(C)C)c1 (stereo not given)	-4	-2	7	9	-9	-3	5	-22	-13	x	-1
CCN1CCN(CCC(=O)Nc2ccccc2OC)CC1	-3	-9	-14	12	-7	7	7	-5	-14	-3	0

Not all compounds are listed. The share of hits here may be higher or lower than overall.
